# KCNQ1 block – human KCNQ1 channel inhibition; actives 1.3% (n = 310,000); AID 2642; CHO-K1 KCNQ1, FluxOR thallium flux fluorescence; active compounds read high; B-score at 10 µM; P51787;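 active means compounds whose thallium flux B-score, printed positive for inhibition, exceeds three library SD while starting fluorescence stays within three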;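 further: channel opened by potassium depolarization with thallium stimulus after 20 min compound exposure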
# GSK3 alpha inh – blocks human GSK-3 alpha kinase. P49840. ADP-Glo luminescence, 60 min. inhibition, % at 10 µM. actives 0.1% (n = 320,000). AID 2650;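 in the data active means inhibition above about 50%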;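 further: GST-tagged GSK-3 alpha with peptide substrate and 25 µM ATP; 0% = DMSO neutral wells and 100% = GW8510 positive control wells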
# hERG rescue – shields human hERG channel from block by proarrhythmic agents. Q12809. CHO-hERG, FluxOR thallium flux, dofetilide IC70 present. activation (rescue from dofetilide block), less the hit threshold, % at 10 µM. actives 0.51% (n = 310,000). AID 1511;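 active means activation above the mean of controls blocked by dofetilide plus 5 SD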;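 further: thallium influx through hERG after potassium depolarization seen as dye fluorescence rise; in these data hits start at about 4.7%; inactives centre near -7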
# Target sequence (Q12809 whole entry, looked up): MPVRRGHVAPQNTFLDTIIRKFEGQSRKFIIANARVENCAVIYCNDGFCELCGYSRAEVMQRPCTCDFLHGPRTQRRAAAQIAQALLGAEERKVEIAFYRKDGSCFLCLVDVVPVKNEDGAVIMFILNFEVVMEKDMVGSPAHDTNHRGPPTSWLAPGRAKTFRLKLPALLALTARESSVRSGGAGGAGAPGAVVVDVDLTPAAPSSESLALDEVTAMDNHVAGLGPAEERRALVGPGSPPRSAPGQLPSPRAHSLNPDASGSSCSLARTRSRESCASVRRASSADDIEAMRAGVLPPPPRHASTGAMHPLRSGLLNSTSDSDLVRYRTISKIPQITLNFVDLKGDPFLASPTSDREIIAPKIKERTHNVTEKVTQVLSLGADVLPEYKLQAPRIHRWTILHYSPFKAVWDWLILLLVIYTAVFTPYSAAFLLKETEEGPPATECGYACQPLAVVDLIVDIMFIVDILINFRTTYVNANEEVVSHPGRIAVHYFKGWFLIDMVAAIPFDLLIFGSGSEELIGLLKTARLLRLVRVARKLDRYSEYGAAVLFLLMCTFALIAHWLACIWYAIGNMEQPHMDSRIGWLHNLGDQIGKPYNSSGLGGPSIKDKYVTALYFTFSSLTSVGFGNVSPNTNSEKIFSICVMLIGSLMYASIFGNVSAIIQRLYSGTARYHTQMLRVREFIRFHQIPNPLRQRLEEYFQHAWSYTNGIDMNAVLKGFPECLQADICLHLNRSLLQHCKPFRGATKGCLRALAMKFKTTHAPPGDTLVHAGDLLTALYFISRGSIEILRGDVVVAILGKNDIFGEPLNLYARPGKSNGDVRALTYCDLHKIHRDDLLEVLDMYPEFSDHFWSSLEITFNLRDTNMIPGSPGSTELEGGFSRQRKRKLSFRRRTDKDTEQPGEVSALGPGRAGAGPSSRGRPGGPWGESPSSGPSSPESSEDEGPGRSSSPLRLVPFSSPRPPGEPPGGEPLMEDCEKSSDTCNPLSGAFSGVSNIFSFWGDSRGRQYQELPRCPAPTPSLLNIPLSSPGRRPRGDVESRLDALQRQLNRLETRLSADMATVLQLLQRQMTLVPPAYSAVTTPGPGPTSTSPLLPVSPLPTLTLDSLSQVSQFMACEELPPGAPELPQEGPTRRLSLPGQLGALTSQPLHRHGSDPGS
# KCNQ1 pot – potentiates or activates the human KCNQ1 potassium channel; P51787; CHO-K1 KCNQ1, thallium flux FluxOR fluorescence; active compounds read high; B-score at 10 µM; actives 0.35% (n = 310,000);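 active means fluorescence ratio B-score, a plate-corrected score, at least three library SD, with initial intensity B-score within 5 SD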
#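 assay system = KCNQ1-transfected CHO-K1 cells | medium = assay buffer with matched DMSO | probe or stimulus = depolarizing K+/Tl+ stimulus, K2SO4 and Tl2SO4 each 12.5 mM in 5x stock | dosing = single dose | incubation = dye 90 min, compound 20 min, room temperature | detection = kinetic FluxOR fluorescence, 10 s baseline plus 110 s post-stimulus | evaluation = ratio B score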
# Dyrk1A ADPGlo – Dyrk1A (rat) kinase inhibition; Q63470; ADP-Glo luminescence, NFATc1 peptide; inhibition, % at 12.5 µM; actives 0.43% (n = 310,000); AID 504441; in the data active means inhibition above about 50%;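 further: plate controls were vehicle with enzyme for no effect and no enzyme for full effect; many of its hits are not listed in these tables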
# PolyA inh – blocks polyadenylation in yeast reporter cells. S. cerevisiae SKY197-pL101 polyadenylation reporter, beta-gal luminescence; efflux-impaired pdr1/pdr3 knockout yeast; score 100 = 6 SD above DMSO. calls only at 12 µM. actives 0.02% (n = 300,000). AID 1875;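 active means lowest replicate activity score at least 50, where 100 means six control SD above control mean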;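 further: yeast exposed to compound for 9 h at 30 °C; higher score means more reporter readthrough which indicates perturbed polyadenylation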
# KCNK3 inh – human KCNK3 channel inhibition, primary screen. O14649. CHO-KCNK3 thallium flux, FluxOR fluorescence; active compounds read low. B-score at 10 µM. actives 0.84% (n = 340,000). AID 602410;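 active means B-score under library mean minus 4 SD, starting fluorescence ratio at most library mean plus 5 SD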;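 further: more negative B-score means stronger inhibition of thallium flux through KCNK3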
# GSK3beta inhib – blocks human GSK3beta kinase activity | actives 0.038% (n = 300,000) | P49841 | GST-GSK3beta kinase, ADP-Glo luminescence, 60 min; active compounds read low | activity score (negative = inhibition), % at 10 µM | AID 2097;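 active means more than half of replicate wells score below -50%, meaning over 50% inhibition versus plate controls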;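 further: 0% = median DMSO wells and -100% = median GW8510 positive control wells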
#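 Test system: GST-tagged human GSK3beta kinase, cell-free; evaluation: activity score scaled between in-plate DMSO and GW8510 controls; measured by: ADP-Glo luminescence; incubation: 60 min reaction, RT; benchmarks: DMSO and 20 µM GW8510; reagent: peptide substrate plus 25 µM ATP (final); medium: Tris/MgCl2 kinase buffer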
# RGS4 inh – inhibitors of human RGS4. P49798. HEK293 M3R/RGS4 inducible, Fluo-4 calcium flux; active compounds read high; triggered by carbachol at its EC20. B-score at 10 µM. actives 0.45% (n = 310,000);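 active means B-score, a plate-corrected calcium signal, over three deviations above library mean, with baseline fluorescence within five deviations of library mean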;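 further: RGS4 expression induced by doxycycline in cells with stable M3 receptor; B-score is computed from the integrated fluorescence ratio over baseline after carbachol; higher B-score means a larger calcium signal and so more RGS4 inhibition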
# KCNK9 block – human KCNK9 channel inhibition; HEK293 KCNK9, FluxOR thallium flux fluorescence; active compounds read low; actives 1.2% (n = 310,000); B-score at 10 µM;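 active means ratio B-score over 3 SD below the library mean, with starting fluorescence within 5 SD of its mean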;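 further: negative B-score means less thallium flux so channel inhibition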
# RGS4 act – RGS4 potentiation or activation; HEK293 M3R/inducible RGS4, carbachol calcium flux Fluo4; active compounds read low; B-score at 10 µM; actives 0.92% (n = 310,000); AID 463111;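 active means B-score of the integrated calcium signal more than 4 SD below the library mean, with starting fluorescence not abnormally high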;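 further: negative B-score means reduced calcium response which marks RGS4 activation or potentiation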
#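 Material: M3R-expressing HEK293 line, RGS4 induced by doxycycline | Schedule: Overnight RGS4 induction, 30 min dye load 37 °C, 20 min compound RT | Measured by: Fluo4 fluorescence kinetic imaging of calcium | Read-out: Integrated calcium ratio converted to B score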
# Starred values were filed as active, the others as inactive; i = inactive; · = no result given.
SMILES	KCNQ1 block	GSK3 alpha inh	hERG rescue	KCNQ1 pot	Dyrk1A ADPGlo	PolyA inh	KCNK3 inh	GSK3beta inhib	RGS4 inh	KCNK9 block	RGS4 act
Cc1ccc(C(C(=O)NC2CCCCC2)N(Cc2cccnc2)C(=O)c2csnn2)cc1 (stereo not given)	i	0	-9	i	-4	i	i	-1	i	i	i
O=C1c2ccccc2C(=O)N1OS(=O)(=O)c1ccccc1	i	-3	-24	i	·	·	·	3	i	i	i
O=C(CSc1nnnn1-c1ccccc1)Nc1ccc(Cl)cn1	i	-1	0	i	1	i	i	1	i	i	i
COc1ccc(NC(=O)c2ccccc2-c2ccc(C(F)(F)F)cc2)cc1S(=O)(=O)N1CCOCC1	i	2	-10	i	10	i	i	2	i	i	i
COc1cc2c(cc1OC)CN(c1ccc3ccccc3n1)CC2	i	3	-18	i	0	i	i	0	i	i	i
COc1ccc(/C=N/NC(=O)c2cccnc2)cc1O	i	-1	-8	i	12	i	i	5	i	i	i
CC(=O)Nc1ccc(NC(=O)C(C)OC(=O)CCC2CCCC2)cc1 (stereo not given)	i	-3	-17	i	·	i	i	3	i	i	i
O=C(c1ccco1)C(O)c1ccco1 (stereo not given)	i	-4	0	i	-3	i	i	3	i	i	i
C[C@@H]1CC=C[C@H]2[C@H]1C(=O)N(Cc1ccccc1)[C@H]2c1ccc(-c2cc3ccccc3s2)cc1F	i	0	-8	i	-14	i	i	-1	i	i	i
CCOC(=O)c1c(C)nn(-c2ncccc2NC(=O)NC(C)C)c1C	i	-16	-10	i	·	i	i	3	i	i	i
Cn1c(SCC(=O)N2c3ccccc3CCc3ccccc32)nnc1-c1cc2ccccc2cc1O	i	1	-5	i	-5	i	i	-3	i	i	i
CCOC(=O)CSc1nc(NC#N)nc(N(CC)CC)n1	i	-2	-5	i	9	i	i	4	i	i	i
CC1C=CCC2C(=O)N(c3ccccc3OC(=O)c3ccco3)C(=O)C12 (stereo not given)	i	-3	-13	i	-8	i	i	0	i	i	i
Cc1cccc(NC(=O)c2cccc(Cn3cc(Br)c([N+](=O)[O-])n3)c2)c1C	i	-5	-6	i	-2	i	i	0	i	i	i
Cn1cccc1CC(=O)N/N=C/c1ccco1	i	0	-9	i	·	i	i	1	i	i	i
C=CCn1c(COc2cccc3ccc(C)nc23)nnc1SCC(N)=O	i	2	-5	i	3	i	i	2	i	i	i
COc1ccc(C(=O)NCCS(=O)(=O)NCCc2ccccc2)cc1	i	-1	-12	i	-1	i	i	0	i	i	i
O=C(CCCc1c[nH]c2ccccc12)NCC1COc2ccccc2O1 (stereo not given)	10*	-9	-9	i	2	i	i	0	i	i	i
O=[N+]([O-])c1cccc(S(=O)(=O)c2ccc(N3CCCCC3)c([N+](=O)[O-])c2)c1	i	1	-11	i	6	i	i	0	i	i	i
Cn1c(CNC(=O)OC(C)(C)C)nnc1SCC(=O)N1CCOCC1	i	-3	1	i	-3	i	i	2	i	i	i
Cn1c(SCC(=O)Nc2sccc2C(N)=O)nnc1-c1ccncc1	i	3	-16	i	3	i	i	-2	i	i	i
COc1ccc(-c2csc(NC(=S)NC(=O)/C=C/c3ccc(C(C)C)cc3)n2)cc1OC	i	2	-13	i	2	i	i	-2	i	i	i
CCC(C)NC(=O)c1ccc(N2CCC3(CC2)OCCO3)c([N+](=O)[O-])c1 (stereo not given)	i	-1	-7	i	7	i	i	1	i	i	i
COc1ccccc1C1(O)C(=O)Nc2ccc(C)cc21 (stereo not given)	i	-2	0	i	-5	i	i	2	i	i	i
CCOc1ccc(C(=O)NCCn2cc(SCC(=O)Nc3cc(C)on3)c3ccccc32)cc1	i	-1	-4	i	1	i	i	1	i	i	i
CC1CN(C(=O)COC(=O)c2ccc(Cl)nc2)CC(C)O1 (stereo not given)	i	-5	-12	i	·	i	i	1	i	i	i
CC1(C)CC(CCNC(=O)CCl)(c2ccccc2)CCO1 (stereo not given)	i	7	-10	i	-9	i	i	-25	i	i	i
COc1cccc(C2C(C(=O)c3ccc(C)o3)=C(O)C(=O)N2CCN2CCOCC2)c1 (stereo not given)	i	5	-9	i	-5	i	i	2	i	i	i
NC(=O)c1nn(-c2ccccc2)nc1NC(=O)CN1CCCCC1	i	3	-10	i	4	i	i	1	i	i	i
Cc1cc(C)n(CCCNC(=O)Cn2nnnc2CN2C[C@@H](C)O[C@@H](C)C2)n1	i	1	-5	i	2	i	i	6	i	i	i
CC1Cc2ccccc2N1C(=O)c1ccc2c(c1)OCO2 (stereo not given)	i	1	-10	i	-12	i	i	1	i	i	i
O=C(CN1CCN(c2ccc(O)cc2)CC1)NC1CCCc2ccccc21 (stereo not given)	i	-2	-3	i	·	i	·	1	i	i	i
O=C(NNS(=O)(=O)c1ccccc1C(F)(F)F)c1cccc(S(=O)(=O)Nc2ccccc2Cl)c1	i	-4	-6	i	-8	i	i	0	i	i	i
CC1CN(CC(O)COc2ccccc2C(C)(C)C)CC(C)O1 (stereo not given)	i	4	-5	i	5	i	i	·	i	i	i
N#C/C(Cn1c[n+](NC(=O)Nc2ccccc2)cn1)=N/O	i	-1	-11	i	-7	i	i	-2	i	i	i
N/C(COc1ncn(-c2ccccc2)n1)=N\S(=O)(=O)c1ccccc1	i	3	-6	i	2	i	i	0	i	i	i
COc1ccc(OC)c(NC(=O)c2ccc(NS(C)(=O)=O)cc2)c1	i	-6	-5	i	0	i	i	1	i	i	i
CCN1c2ccccc2NC2N=C(OC)C(c3ccccc3)C21 (stereo not given)	i	-1	-18	i	10	i	i	-2	i	i	i
COc1ccc(NC(=O)c2cn(C)c(=O)c3cc(OC)c(OC)cc23)cc1OC	i	0	-6	i	-3	i	i	1	i	i	i
O=C(NCCCn1ccnc1)c1nc(Cn2ccc([N+](=O)[O-])n2)no1	i	-1	-5	i	2	i	i	·	i	i	i
Cc1cccc(-n2c(-c3ccco3)nc3nc4ccccc4nc32)c1	i	-2	-4	i	·	i	·	3	i	i	i
COc1ccc(NC(=O)CN2CCC(C(=O)c3ccc(F)cc3)CC2)c(OC)c1	i	-2	-4	i	-3	i	i	-2	i	i	i
COc1ccc(/C=C/C(=O)Nc2cccc(N3CCOCC3)c2)cc1OC	i	-2	-7	i	7	i	i	-5	i	i	i
Cc1cccc(N2CCN(C(=O)c3cc(COc4ccc(F)c(F)c4)on3)CC2)n1	i	1	-6	i	0	i	i	0	i	i	i
COc1ccc2c(c1)-c1nc(/N=C/c3cccc(OC)c3O)sc1CC2	i	-1	-6	i	6	i	i	-3	i	i	i
CCNC(=O)c1ccc(NS(=O)(=O)c2ccc3[nH]c(=O)[nH]c3c2)cc1	i	-3	-7	i	-2	i	i	1	i	i	i
NC(=O)c1nsc(C(=O)N(c2ccccc2F)C(C(=O)NCc2ccc(F)cc2)c2ccc(O)cc2)c1N (stereo not given)	i	0	-4	i	-8	i	i	1	i	i	i
Cc1ccc(C)c(N2CCN(CC3CCCCC3)CC2)c1	i	-5	-10	i	-1	i	i	-2	i	i	i
CCC(C)N1C(=O)CCC1C(=O)NCc1ccc2c(c1)OCO2 (stereo not given)	i	-1	-14	i	-2	i	i	0	i	i	i
Cn1c(N)c(C(=O)COC(=O)c2cc(C3CC3)nc3ccccc23)c(=O)n(Cc2ccccc2)c1=O	i	0	-10	i	5	i	i	0	i	i	i
CC1(C)CC(CCN)(Cc2ccccc2Cl)CCO1 (stereo not given)	i	-3	-3	i	-7	i	i	1	i	i	i
CC1CCc2sc(C(=O)N/N=C/c3ccc(O)cc3)cc2C1 (stereo not given)	i	4	-5	i	22	i	-10*	0	i	i	i
CCOc1nc(-c2ccccc2Cl)nc2ccccc12	i	-1	-15	i	·	i	i	3	i	i	i
CC1CC(C)CN(S(=O)(=O)c2ccc(NC(=O)C3CC(=O)N(Cc4ccccc4)C3)cc2)C1 (stereo not given)	i	1	-3	i	2	i	i	1	i	i	i
O=C(CSc1nnnn1-c1ccccc1)Nc1ccccc1	i	2	1	i	1	i	i	1	i	i	i
CC(OC(=O)C1CC1)C(=O)Nc1ccc([N+](=O)[O-])cc1Cl (stereo not given)	i	-2	1	i	·	i	i	0	i	i	i
Cc1ccc(S(=O)(=O)NC(c2ccccc2)C(C)C(=O)n2nc(C)cc2C)cc1 (stereo not given)	i	0	-8	i	2	i	i	-1	i	i	i
CCn1c(=O)c2ccccc2n(CC(=O)NCCC2=CCCCC2)c1=O	i	-1	-11	i	1	i	i	5	i	i	i
Cn1c(=O)c([N+](=O)[O-])c(NCCCn2ccnc2)c2ccccc21	i	10	-12	i	1	i	i	-6	i	i	i
COc1cc(C(=O)Nc2cccc(-c3nnc(-c4ccco4)o3)c2)ccc1OC(C)=O	i	-1	-14	i	-6	i	-9.5*	1	i	i	i
CCOc1ccc(N2C(=O)C3C(C2=O)C3(c2ccccc2)c2ccccc2)cc1 (stereo not given)	i	-4	-5	i	1	i	i	-2	i	i	i
O=C(NCc1ccco1)C(c1ccco1)N(Cc1cccs1)C(=O)Cn1nnc2ccccc21 (stereo not given)	i	0	-5	i	-2	i	i	0	i	i	i
CC(C)CNC(=O)C1CCCN(S(=O)(=O)c2ccc(-n3cnnn3)cc2)C1 (stereo not given)	i	0	-2	i	-1	i	i	2	i	i	i

# Look-ups from the results shown:
# Dyrk1A ADPGlo result of Cn1c(N)c(C(=O)COC(=O)c2cc(C3CC3)nc3ccccc23)c(=O)n(Cc2ccccc2)c1=O reads 5
# GSK3beta inhib result of N#C/C(Cn1c[n+](NC(=O)Nc2ccccc2)cn1)=N/O reads -2

# Some of the compounds tested; the hit share may differ from the screen's.
